Screening results: PubChem, The Scripps Research Institute Molecular Screening Center
M1 antag = antagonists of human M1 muscarinic receptor | P11229 | 1.3% of 360,000 active | CHO-K1 hM1, Fluo-8 calcium fluorescence, ACh EC80 antagonist | AID 588852 | inhibition, % at 3 µM;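 active = percent inhibition above its own plate's cutoff, namely the mean of that plate's compound wells plus 3 SD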;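 also: peak over basal fluorescence ratio during 140 s after agonist addition; 0% = ACh EC80 plus DMSO and 100% = DMSO alone without agonist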
Target sequence (P11229 whole entry, looked up): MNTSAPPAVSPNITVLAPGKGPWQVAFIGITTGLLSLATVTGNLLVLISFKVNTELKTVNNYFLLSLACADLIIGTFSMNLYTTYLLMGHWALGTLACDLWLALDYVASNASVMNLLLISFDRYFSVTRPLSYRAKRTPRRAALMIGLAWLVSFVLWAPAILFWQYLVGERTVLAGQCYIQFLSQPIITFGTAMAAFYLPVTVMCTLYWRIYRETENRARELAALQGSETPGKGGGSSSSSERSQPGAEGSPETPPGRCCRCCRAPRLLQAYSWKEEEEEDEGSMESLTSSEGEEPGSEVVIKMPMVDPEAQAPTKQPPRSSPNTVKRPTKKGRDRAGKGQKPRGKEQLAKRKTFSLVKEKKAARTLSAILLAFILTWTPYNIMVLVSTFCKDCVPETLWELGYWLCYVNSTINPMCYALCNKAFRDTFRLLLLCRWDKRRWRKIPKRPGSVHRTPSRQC
TAAR1 antag = human TAAR1 antagonism; inhibition, % at 3 µM; CHO RD-HGA16 TAAR1, Fluo-8 calcium fluorescence, antagonist; 1.5% of 360,000 active;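 active = inhibition above a per-plate cutoff, the mean inhibition of test compounds on that plate plus 3 SD, cut at about 49% in these data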;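 also: 0% = DMSO plus EC80 beta-PEA response and 100% = DMSO alone without agonist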
Target sequence (Q96RJ0 whole entry, looked up): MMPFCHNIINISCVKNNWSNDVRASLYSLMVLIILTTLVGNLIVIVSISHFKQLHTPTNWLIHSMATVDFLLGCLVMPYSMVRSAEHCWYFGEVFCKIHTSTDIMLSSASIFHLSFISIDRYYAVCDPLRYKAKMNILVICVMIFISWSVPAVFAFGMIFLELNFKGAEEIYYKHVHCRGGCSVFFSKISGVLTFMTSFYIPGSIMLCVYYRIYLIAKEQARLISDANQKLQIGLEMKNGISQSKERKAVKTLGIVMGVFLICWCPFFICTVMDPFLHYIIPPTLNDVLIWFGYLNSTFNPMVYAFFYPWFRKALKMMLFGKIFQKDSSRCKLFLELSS
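Material: RD-HGA16 CHO cells with stable hTAAR1 and Gα16; Dosing: single nominal final test compound concentration of 3 µM; Schedule: seeding 17-24 h prior, 75-min 37 °C, 30-min RT dye loading; Detection: kinetic Fluo-8 calcium fluorescence measurement; Measure: % inhibition from peak post-agonist over basal fluorescence ratio; Benchmarks: vehicle and agonist controls.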
CHO-K1 Ca antag = counter-screen for M1 antagonists: effect in parental CHO-K1 cells; AID 602250; inhibition, % at 3 µM; ATP-induced calcium, Fluo-8 fluorescence; 0.6% of 360,000 active;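 active = inhibition above a per-plate cutoff, the plate's mean sample inhibition plus 3 SD, cut at about 24% in these data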;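 also: 0% = DMSO plus EC80 ATP and 100% = DMSO alone without ATP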
M1 PAM = positive allosteric modulators of human M1 muscarinic receptor; P11229; CHO-K1 hM1, Fluo-8 calcium fluorescence, ACh EC20; 0% = ACh EC20, 100% = maximal ACh; activation, % at 3 µM; 0.088% of 360,000 active; AID 588819; in the data active = activation above about 19%, passing the limit was not always enough
M1 ag parental = M1 agonist counterscreen hit in parental CHO-K1 cells; Fluo-8 calcium fluorescence; scaled to maximal ATP response, vehicle zero; activation, % at 3 µM; 0.48% of 360,000 active; in the data active = activation above about 15%;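 also: untransfected CHO-K1 host cells lacking M1 receptor as counterscreen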
CHRM1 agonist = agonists of human M1 muscarinic receptor | P11229 | CHO-K1 hM1, Fluo-8 calcium fluorescence, agonist mode; 0% DMSO, 100% acetylcholine EC100 | activation, % at 3 µM | AID 588814 | 0.33% of 360,000 active;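 active = activation above the run's mean compound activation plus 3 SD, cut at about 16% in these data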;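 also: peak over basal fluorescence ratio within a 140 s kinetic read after compound addition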
TAAR1 agonist = human TAAR1 agonism; Q96RJ0; CHO RD-HGA16 TAAR1, Fluo-8 calcium fluorescence; vehicle wells 0%, saturating PEA agonist 100%; activation, % at 3 µM; 0.99% of 360,000 active; AID 624467;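 active = activation above the mean activation of all test compounds in the run plus 3 SD, cut at about 38% in these data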
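Test system: RD-HGA16 (CHO) cells co-expressing Gα16 and hTAAR1 | Doses: Single dose, 3 µM | Schedule: 17-24 h seeding, 75 min 37 °C dye, 30 min RT | Evaluation: % activation from peak over basal fluorescence ratio, DMSO-to-PEA scaled | Technique: Kinetic Fluo-8 calcium fluorescence | Benchmarks: Low control DMSO, high control PEA (EC100)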
CHO-K1 Ca PAM = nonselective activator or artifact in parental CHO-K1 calcium assay. ATP EC20, Fluo-8 calcium fluorescence; 0% at ATP EC20, 100% at ATP max. activation, % at 3 µM. 0.02% of 360,000 active. AID 602247;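 active = activation above the run cutoff, the mean activation of all test compounds plus 3 SD, cut at about 40% in these data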;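 also: peak over basal fluorescence ratio in a 140 s read after ATP addition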
CHO parental Ca = counter-screen for OX1R antagonists: effect in parental CHO cells; inhibition, % at 5.6 µM; AID 463079; 0.63% of 330,000 active; parental CHO-K1, ATP-induced calcium, Fluo-8 fluorescence;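 active = inhibition above that plate's mean sample inhibition plus 3 SD, cut at about 26% in these data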;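 also: 0% = ATP-challenged DMSO wells and 100% = DMSO wells without ATP; some compounds past the cut are filed as inactive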
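test system = CHO parental line | reagent = ATP stimulus | measured by = intracellular calcium via Fluo-8 no-wash fluorescent dye | control set = ATP and no-ATP DMSO wells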
Starred values were filed as active, the others as inactive; . = no result given; & = joins results of further samples.

SMILES	M1 antag	TAAR1 antag	CHO-K1 Ca antag	M1 PAM	M1 ag parental	CHRM1 agonist	TAAR1 agonist	CHO-K1 Ca PAM	CHO parental Ca
O=C(COc1ccc([N+](=O)[O-])cc1)Nc1ccc2c(c1)CCC2	5	6	-18	-8	1.2	-7	21	9	-9
Cc1csc(N2CCCC2=O)n1	5	11	-2	4	0.5	-6	-1	16	-8
C[C@@H](C(=O)NC1CCCCC1)N1C(=O)N2CCc3c([nH]c4ccccc34)[C@@]2(C)C1=O	-9	9	2	2	-0.2	-4	1	16	-20
O=C1C2CCCN2C(c2ccccc2)N1c1cccc(Cl)c1 (stereo not given)	2	-24	-1	1	0.6	-4	1	26	-8
O=C(COC(=O)c1ccco1)Nc1cccc(S(=O)(=O)N2CCCCC2)c1	-5	-4	-1	5	3.7	0	10	9	-4
O=C1C2C3CC4C5C3C1C5C1(SCCS1)C42 (stereo not given)	-5	1	-6	3	0.4	-2	-1	6	.
Cc1ccc(NS(=O)(=O)c2cccc(C(=O)NC3CCN(Cc4ccccc4)CC3)c2)cc1	3	-9	0	-2	4.6	-4	19	-1	.
CC(C)(C)N(Cc1ccccc1)C(=O)COc1cccnc1[N+](=O)[O-]	3	11	-4	-4	5.2	-6	-1	-3	9
CC(C)c1ccc(OCC(O)CN2CCN(c3ccccc3)CC2)cc1 (stereo not given)	-13&-7	-9&-4	-21&-7	-3&3	1.5&0.4	2&-4	5&9	25&15	-15
CN1CC(=O)N(CC(=O)NCc2ccc3c(c2)OCO3)C1=O	-26	-14	-3	6	-0.1	1	13	9	-4
Cc1ccc(S(=O)(=O)NCC(=O)OC(C)C(=O)NC2CCCCC2C)cc1C (stereo not given)	-6	-15	-4	6	1.4	-4	2	21	.
Cc1cc(C)cc(N=C2SC(CC(=O)Nc3ccccc3)C(=O)N2CCN2CCOCC2)c1 (stereo not given)	-5	-3	-13	11	11	-6	2	20	-29
COc1ccc(CNCCC2(C(C)C)CCOC(C)(C)C2)cc1 (stereo not given)	-15	-48	8	13	0.1	-6	0	-18	-14
CC1C(=O)N(Cc2cn(Cc3ccco3)nn2)CCS(=O)(=O)N1Cc1ccc(-c2ccc(F)cc2Cl)cc1 (stereo not given)	-11	-49	-7	-2	0.1	-3	-2	-7	.
CC1(C(=O)NS(=O)(=O)c2ccc(F)cc2F)CCN1C(=O)CC1CCCC1 (stereo not given)	-10	-18	-17	5	0.6	-1	6	20	.
Cc1cc(C)cc(N2C(=O)C3NN=C(C(=O)OCc4ccccc4)C3C2=O)c1 (stereo not given)	-3	-7	-8	7	1.3	3	7	17	-9
CC(OC(=O)c1cccc(-n2cnnn2)c1)C(=O)Nc1ccc(N(C)C)cc1 (stereo not given)	-3	-16	8	4	0.6	0	3	-15	-10
O=C(CN1CCN(C(=O)c2ccccc2)CC1)NC(=O)NCCC1=CCCCC1	-14	-13	-23	5	1.7	-1	1	13	-16
Cc1c(CC(=O)NCC(=O)O)c(=O)oc2cc3oc4c(c3cc12)CCCC4	-26	7	-11	16	0.4	-5	-1	12	.
O=C1/C(=C\c2cccs2)SC(=S)N1C1CCS(=O)(=O)C1 (stereo not given)	-10	-27	-16	6	3.5	-3	4	14	4

Three structures out of the list, sorted by length of the SMILES, falling.
SMILES	M1 antag	TAAR1 antag	CHO-K1 Ca antag	M1 PAM	M1 ag parental	CHRM1 agonist	TAAR1 agonist	CHO-K1 Ca PAM	CHO parental Ca
O=C(CN1CCN(C(=O)c2ccccc2)CC1)NC(=O)NCCC1=CCCCC1	-14	-13	-23	5	1.7	-1	1	13	-16
O=C1/C(=C\c2cccs2)SC(=S)N1C1CCS(=O)(=O)C1 (stereo not given)	-10	-27	-16	6	3.5	-3	4	14	4
COc1ccc(CNCCC2(C(C)C)CCOC(C)(C)C2)cc1 (stereo not given)	-15	-48	8	13	0.1	-6	0	-18	-14

Carrying on:
SMILES	M1 antag	TAAR1 antag	CHO-K1 Ca antag	M1 PAM	M1 ag parental	CHRM1 agonist	TAAR1 agonist	CHO-K1 Ca PAM	CHO parental Ca
Cc1ccc([N+](=O)[O-])cc1S(=O)(=O)N1CCCC1	-8	8	7	3	-0.3	-4	1	0	-3
Cc1cccc(NC(=O)Cn2nnc(C(=O)NCc3cccs3)c2N)c1C	-17	-3	-4	15	0.6	0	3	20	-10
CN(C)c1ccc(-c2nc3ccccc3n2C)cc1	0	-11	-11	0	0.5	-9	1	19	-6
COc1ccc(CC(=O)OC(C)C(=O)c2ccc(C)cc2)cc1 (stereo not given)	-8	-41	-13	4	1.7	-4	5	16	-16
O=C(O)c1ccc(-c2ncc[nH]2)cc1	-5	1	-14	11	0.5	-5	14	12	3
Cc1ccc(C2N(c3ccccc3)C(=S)N3CCCN23)cc1 (stereo not given)	85*	7	-4	-25	-0.2	-7	6	3	-8
CCOC(=O)c1cc(NC(=O)SCC(=O)O)c(C)nc1C	-8	1	2	10	0.2	-2	1	10	-13
CCCNC(=O)CNC(=S)N(Cc1ccccc1F)C1CCCCC1	1	-36	-6	1	0.0	-4	-1	7	0
Cc1ccc(-c2cc(C(=O)NCCc3ccc(S(N)(=O)=O)cc3)c3ccccc3n2)cc1	5	51*	3	-3	2.6	-5	6	14	-7
CCNc1ccc(S(=O)(=O)N(C)C)cc1[N+](=O)[O-]	-5	12	-2	14	0.5	-1	1	11	-10
O=C(Nc1ccccc1)C1=C[C@@H](C2CC2)C[C@@H](OCc2ccc(CO)cc2)O1	9	10	-9	-3	-0.2	-6	8	9	-12
COc1ccc(CN(C(=O)c2cccs2)C(C(=O)NC2CCCCC2)c2ccc3ncccc3c2)cc1 (stereo not given)	-14	-33	-15	10	-0.6	-9	8	24	-32
CC(=O)N1N=C(C)CC1c1ccc(O)cc1 (stereo not given)	-4	-9	-6	4	-0.1	-5	5	9	1
N#CCCN(C(=O)COC(=O)c1ccc2c(c1)NC(=O)CS2)c1ccc2c(c1)OCCO2	-13	7	22	5	2.3	0	12	2	-5
COc1ccc(OC)c(N(CC(=O)Nc2ccc3c(c2)OCCO3)S(C)(=O)=O)c1	-9	-7	8	3	0.4	0	1	-3	-11
O=C(CCc1nnc(C2CCCCC2)o1)N1CCN(Cc2ccccc2)CC1	-7	10	-2	2	0.3	-8	12	6	-4
Cc1ccnc(NC(=O)c2cc(F)c(F)cc2Cl)n1	11	-7	-12	-2	0.7	-4	-1	10	-9
CC(C)=CC(=O)OCc1csc(CC(=O)Nc2ccccc2C)n1	-12	-19	-9	4	0.5	-5	-1	5	-22
O=C(CSc1ncn[nH]1)Nc1c(F)cc(F)cc1Br	7	1	-1	-3	0.1	-3	16	-6	-10
CCOc1ccc(OCCCC(=O)ON=C(N)c2ccccc2Cl)cc1	13	-31	-17	2	-0.1	-4	14	-14	-25
CN(c1ccc(C(=O)N2CCN(Cc3ccc4c(c3)OCO4)CC2)cc1)S(C)(=O)=O	-11	1	-7	18	0.5	-9	4	15	-4
CC(NC(=O)Cc1ccsc1)c1ccc(Cl)cc1Cl (stereo not given)	-7	1	-15	9	3.6	1	-3	12	0
COc1ccc(CCNC(=O)C2CCN(S(=O)(=O)c3cccs3)CC2)cc1OC	-7	-19	-8	12	0.8	-6	4	20	-16
CC1CC(=O)NN=C1c1ccc(NCCO)c([N+](=O)[O-])c1 (stereo not given)	-2	-1	-13	1	-0.5	-2	7	-2	-11
O=C1OC(Nc2nccs2)c2ccccc21 (stereo not given)	-20	-2	20	3	-0.2	-2	1	-2	-8
COc1cccc(C(=O)N2C(C(=O)O)CSC2c2ccccc2Cl)c1 (stereo not given)	-13	20	-13	6	0.1	-5	0	21	-1
O=[N+]([O-])c1ccc(Nc2ccc(Cl)cc2)nc1	6	23	3	-12	3.9	-11	3	24	14
Cc1c(Br)c(C(=O)N2CCc3ccccc32)nn1C	-8	0	-5	-3	0.4	-4	0	22	-6
Cc1ccc(-n2ncc3c(=O)n(CC(=O)NC4CCCCC4)cnc32)cc1	-7	-4	-5	5	-0.3	-4	-1	13	-11
CCC(C)NC(=O)C1CCN(S(=O)(=O)c2ccc3c(c2)CC(C)N3C(C)=O)CC1 (stereo not given)	-17	1	-2	9	0.7	-4	1	23	-4
CC(=O)c1ccc(OC(=O)CCNC(=O)c2ccccc2)cc1	-1	6	-5	-1	0.8	-2	6	-18	15
CN(C(=O)c1ccccc1Cl)c1ccccc1C(=O)NCCc1ccccc1	-9	20	1	7	5.3	3	11	4	-19
O=C(NNC(=O)c1n[nH]c2ccccc12)c1ccccc1	-5	-18	6	10	0.2	-2	5	11	.
CCc1ccc(C(=O)CN2C(=O)NC(C)(CCc3ccccc3)C2=O)cc1 (stereo not given)	4	-18	-8	2	-0.7	-8	-3	1	-26
Cc1cc(C)n(-c2nc(NCCCO)c3c4c(sc3n2)CCCC4)n1	-10	-1	-19	9	0.0	-4	4	18	-10
COc1ccc(Br)cc1CNC(=O)c1ccc2c(c1)N(C)CCS2	3	-2	-7	-4	-0.2	-7	-1	2	-17
O=C(Cn1[nH]c(=O)c2ccccc2c1=O)OCC(=O)c1ccc(F)cc1	-7	9	-7	6	1.9	-2	1	20	-14
C=CCn1cc(CN2CCC(C(=O)Nc3ccc(Oc4cccnc4)cc3)CC2)c(C)n1	0	-20	-7	-1	0.6	-5	2	-1	-11
COC(=O)c1ccc(-c2sc3nc(N4CCOCC4)c4c(c3c2N)CC(C)(C)OC4)o1	-2	-3	21	4	0.0	0	13	-6	-17
Cc1ccc(SCC(=O)Nc2ccccc2C(=O)O)cc1	-2	-30	-6	6	-0.7	-2	-1	12	-16

3 compounds from above, arranged by the number in M1 PAM, descending:
structure | M1 PAM
COc1ccc(CCNC(=O)C2CCN(S(=O)(=O)c3cccs3)CC2)cc1OC | 12
CC1(C(=O)NS(=O)(=O)c2ccc(F)cc2F)CCN1C(=O)CC1CCCC1 (stereo not given) | 5
CC(C)=CC(=O)OCc1csc(CC(=O)Nc2ccccc2C)n1 | 4

Other results.
SMILES	M1 antag	TAAR1 antag	CHO-K1 Ca antag	M1 PAM	M1 ag parental	CHRM1 agonist	TAAR1 agonist	CHO-K1 Ca PAM	CHO parental Ca
CC(C)OC(=O)c1c(NC(=O)c2ccco2)sc2c1CCCCC2	-12	7	-6	9	0.0	-2	10	3	-45
CCOC(=O)c1ccc(COc2nc3ccccc3nc2-c2ccccc2NC(C)=O)o1	-9	-18	-8	-7	0.3	-2	13	7	-19
CCCCn1c(N)c(N(CC(C)C)C(=O)CCCc2cccs2)c(=O)[nH]c1=O	10	4	26*	6	-0.6	3	-1	-19	-18
COc1ccc(OC)c(N2C(N)=NC(N)=NC23CCCC3)c1	-18	-14	-8	2	0.1	-6	17	14	4
O=[N+]([O-])c1cc(Br)c(O)c(/C=N/Nc2nc3ccccc3s2)c1	-4	29	-3	0	-0.2	-5	3	6	.
CCOC(=O)C1=NN2C(O)C3(C)CC(C(=O)OCC)=NN3C(O)C2(C)C1 (stereo not given)	-13	-18	-1	6	0.3	-2	0	18	.
CCNC(=O)COc1ccc(-c2ccccc2)cc1	-4	-11	-9	0	0.5	-2	8	-1	2
Cc1ccc(NC(=O)COc2ccc(-n3ccnc3)cc2)cc1Cl	35	24	10	-22	10	2	20	2	27
